Source: PubChem (several laboratories)
M5 PAM – human M5 muscarinic receptor positive allosteric modulators, primary screen, CHO-K1 cells, Fluo-8 calcium fluorescence | Muscarinic acetylcholine receptor M5 (Homo sapiens), P08912 | CHO-K1 hM5, ACh EC20 PAM; 0% = ACh EC20, 100% = ACh EC100 | activation, % at 3 µM | actives 0.3% (n = 360,000);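 active = activation above the run cutoff, the mean activation of all test compounds plus 3 SD, cut at about 18% in these data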
Target sequence (P08912 whole entry, looked up): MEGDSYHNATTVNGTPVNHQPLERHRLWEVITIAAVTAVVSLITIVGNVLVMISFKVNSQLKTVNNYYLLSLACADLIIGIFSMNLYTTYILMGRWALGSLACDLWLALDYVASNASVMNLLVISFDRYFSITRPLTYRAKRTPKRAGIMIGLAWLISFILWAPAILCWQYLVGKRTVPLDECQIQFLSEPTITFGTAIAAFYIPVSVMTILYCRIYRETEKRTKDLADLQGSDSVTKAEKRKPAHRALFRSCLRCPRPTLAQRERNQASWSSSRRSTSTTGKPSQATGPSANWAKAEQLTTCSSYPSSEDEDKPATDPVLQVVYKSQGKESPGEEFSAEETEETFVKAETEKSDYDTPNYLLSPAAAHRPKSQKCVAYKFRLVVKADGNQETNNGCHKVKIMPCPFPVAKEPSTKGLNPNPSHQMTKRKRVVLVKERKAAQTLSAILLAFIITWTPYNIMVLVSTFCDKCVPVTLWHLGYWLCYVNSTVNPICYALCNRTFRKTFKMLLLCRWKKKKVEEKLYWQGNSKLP
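System – CHO-K1 hM5 cells · Compound – 3 µM, single dose · Incubation – compound preincubation 140 s before EC20 acetylcholine addition · Technique – Fluo-8 calcium fluorescence · Measure – Max/basal fluorescence ratio as % of EC20–EC100 ACh window · Benchmarks – low control EC20 acetylcholine (0%), high control EC100 acetylcholine (100%) · Replication – singlicate, one well per test compound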
CHRM5 agonist – human M5 muscarinic receptor agonists, primary screen, CHO-K1 cells, Fluo-8 calcium fluorescence; actives 0.19% (n = 360,000); CHO-K1 hM5 cells; 0% DMSO wells, 100% maximal acetylcholine response; activation, % at 3 µM;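 active = activation above the run's mean over test compounds plus 3 SD, cut at about 23% in these data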;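 also: signal is peak over basal fluorescence ratio across the kinetic read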
CHRM5 antagonist – human M5 muscarinic receptor antagonists, primary screen, CHO cells, Fluo-8 calcium fluorescence; inhibition, % at 3 µM; actives 0.59% (n = 360,000); AID 624040, 2012; CHO-hM5 cells, ACh EC80; Muscarinic acetylcholine receptor M5 (Homo sapiens), P08912;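 active = inhibition above a per-plate cutoff, the mean of that plate's test compounds plus 3 SD, cut at about 27% in these data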;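 also: 0% = acetylcholine EC80 with DMSO and 100% = DMSO without agonist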
M4 PAM – human M4 muscarinic receptor positive allosteric modulators, primary screen, CHO-K1 cells, Fluo-8 calcium fluorescence. Muscarinic acetylcholine receptor M4 (Homo sapiens), P08173. CHO-K1 hM4/Gqi5, ACh EC20; 0% = ACh EC20, 100% = maximal ACh. activation, % at 3 µM. actives 0.4% (n = 360,000). AID 624126, 2012;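 active = activation above its plate's cutoff, the mean activation of sample wells plus 3 SD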; also: some results filed as inactive read as strong as hits
Target sequence (P08173 whole entry, looked up): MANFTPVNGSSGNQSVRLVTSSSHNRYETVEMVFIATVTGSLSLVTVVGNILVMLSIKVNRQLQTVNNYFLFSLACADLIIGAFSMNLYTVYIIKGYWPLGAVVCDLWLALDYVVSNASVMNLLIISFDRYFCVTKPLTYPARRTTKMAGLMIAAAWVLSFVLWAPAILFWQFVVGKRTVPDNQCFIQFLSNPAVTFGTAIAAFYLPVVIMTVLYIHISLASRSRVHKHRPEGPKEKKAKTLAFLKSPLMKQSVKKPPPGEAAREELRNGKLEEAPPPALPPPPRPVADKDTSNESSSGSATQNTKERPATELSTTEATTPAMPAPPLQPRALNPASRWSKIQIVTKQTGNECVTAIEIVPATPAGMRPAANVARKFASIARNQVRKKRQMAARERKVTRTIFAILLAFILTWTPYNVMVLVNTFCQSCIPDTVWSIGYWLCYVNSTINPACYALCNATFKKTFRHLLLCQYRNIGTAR
M4 antag – human M4 muscarinic receptor antagonists, primary screen, CHO cells, Fluo-8 calcium fluorescence; Muscarinic acetylcholine receptor M4 (Homo sapiens), P08173; CHO-hM4 cells, ACh EC80; inhibition, % at 3 µM; actives 0.73% (n = 360,000); AID 624125, 2012;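 active = inhibition above its plate's cutoff, the mean inhibition of sample wells plus 3 SD, cut at about 27% in these data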;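 also: 0% = acetylcholine EC80 with DMSO and 100% = DMSO without agonist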
CRFR2-BP antag – antagonists of CRF-BP/CRF-R2 complex, primary screen, cell-based, HEK293, calcium dye fluorescence, uHTS; CRF-induced calcium fluorescence; inhibition, % at 11.8 µM; actives 0.59% (n = 350,000);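 active = inhibition of the ligand-induced calcium signal above about 50% at the single tested concentration, limit read from the data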
IDE cell inh – human IDE inhibitors in live cells, primary screen, fluorescence polarization, HEK cells, FAbetaB substrate; actives 0.41% (n = 320,000); inhibition, % at 5.59 µM; FAbetaB cleavage; Insulin-degrading enzyme (Homo sapiens), P14735; AID 434962, 2010;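 active = percent inhibition above the average of all tested compounds plus 3 SD, set per screening campaign, cut at about 16% in these data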;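 also: IDE supplied by intact live HEK cells; FP after avidin binding of uncleaved biotin substrate so inhibition keeps polarization high; 0% = DMSO wells and 100% = 60 µM reference IDE inhibitor Ii1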
M4 ag – human M4 muscarinic receptor agonists, primary screen, CHO-K1 cells, Fluo-8 calcium fluorescence; actives 0.14% (n = 360,000); Muscarinic acetylcholine receptor M4 (Homo sapiens), P08173; CHO-K1 hM4/Gqi5; vehicle 0%, full acetylcholine response 100%; activation, % at 3 µM;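 active = activation above the run mean over all test wells plus 3 SD, cut at about 32% in these data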;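 also: peak over basal fluorescence ratio per well then scaled between controls; 0% = DMSO wells and 100% = acetylcholine at EC100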
CRFBP-R2 agonist – agonists of CRF-BP/CRF-R2 complex, primary screen, cell-based, HEK293, calcium dye fluorescence, uHTS; CRF-binding protein / CRF receptor 2 complex (human); calcium dye fluorescence (FLIPR); percent of saturating CRF peptide response; AID 588473, 2011; activation, % at 13.2 µM; actives 0.46% (n = 350,000);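 active = activation of at least 50%, plus an integration ratio under a set limit after plate pattern correction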;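 also: plate controls were neutral control wells without compound for no effect and CRF at EC100 for full effect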
Starred values were filed as active, the others as inactive; x = no result given.

cpd	Structure	IDE cell inh	M4 ag	M5 PAM	CHRM5 antagonist	M4 antag	CHRM5 agonist	CRFBP-R2 agonist	CRFR2-BP antag	M4 PAM
1	O=C(CNC(=O)c1ccc(Cl)cc1)OCC(=O)c1ccccc1	9	1	3	2	1	-1	-1.5	-3	5
2	CC(=O)Nc1ccc(-c2csc(NC(=O)c3ccc(C)o3)n2)cc1	0	5	-16	12	6	-3	-1.7	0	-1
3	O=S(=O)(c1ccc(Cl)cc1)N1CCC(n2cccc2)CC1	-8	2	1	-8	-12	-3	-1.3	4	2
4	CCCc1ccc(S(=O)(=O)N2CCN(C(C)C(=O)NCc3ccc(OC)cc3)CC2)cc1 (stereo unspecified)	-3	8	-18	8	12	-6	-0.4	-3	-5
5	CCc1ccc(NC(=O)CCn2cccc2)cc1	3	0	2	-1	-1	-11	0.3	-8	3
6	CN(C)c1ccc(/C=C/C=C2/SC(=S)N(c3ccccc3)C2=O)cc1	11	6	-1	18	20	10	0.3	-20	-7
7	CCCCN(C)CCCNC(=O)c1ccc2c(c1)N(CC)C(=O)c1ccccc1S2=O (stereo unspecified)	0	1	0	4	8	-9	-0.8	2	-5
8	Cc1c(C#N)c(NC(=O)C(C)C)n(Cc2ccccc2)c1C	8	1	2	6	0	1	-0.3	-2	-3
9	O=C(c1ccccc1)N1CCN(c2cc(-c3ccccc3)nc3cc(-c4cccc(Cl)c4)nn23)CC1	x	2	-3	1	-2	1	0.6	-10	-1
10	CCOC(=O)C1CCN(Cc2ccc(OC)c(C)c2OC)CC1	-1	0	0	12	-4	-6	1.2	-14	9
11	CC(C)c1nnc(NC(=O)CS(=O)(=O)Cc2ccccc2)s1	-4	0	2	2	-5	0	0.6	2	8
12	C=CCOC(=O)C1=C(C)N=C2SCCC(=O)N2C1/C=C/c1ccccc1OC (stereo unspecified)	-4	0	-3	0	1	-2	-1.4	31	8

cpd	Structure	IDE cell inh	M4 ag	M5 PAM	CHRM5 antagonist	M4 antag	CHRM5 agonist	CRFBP-R2 agonist	CRFR2-BP antag	M4 PAM
13	CCc1ccc(N2CC(C(=O)NC3CCCCC3C)CC2=O)cc1 (stereo unspecified)	-2	0	2	6	11	1	-0.8	3	-6
14	COc1cc(OC)c(C(=O)O/N=C(\N)c2cccc(C)c2)cc1OC	-2	1	1	9	6	-5	0.3	10	-4
15	CCN(CC)S(=O)(=O)c1ccc(OC)c(NC(=O)CSc2ccccc2)c1	7	3	-4	2	-2	-1	-0.8	10	-3
16	Cc1cccc(N2CCN(S(=O)(=O)c3c(C)nc4scc(C)n4c3=O)CC2C)c1 (stereo unspecified)	-3	10	-4	7	15	-2	0.0	-14	-8
17	CCOc1ccc(NC(=O)CCN2CCN(C)CC2)cc1	-3	0	10	8	-7	4	2.9	-6	6
18	CC(C)(C)c1ccc(C(=O)Nc2ccc(NC(=O)C(=O)O)cc2)o1	-3	0	7	-7	-12	-1	0.7	-10	5
19	CN(C)CCCNC(=O)Cc1ccc(Br)cc1	-1	1	1	5	9	-4	-4.7	1	-5
20	CCC(=O)c1cn(CC(=O)NCc2ccco2)c2ccccc12	5	1	0	-2	15	3	-4.5	27	0
21	O=C(NCCC1=CCCCC1)C(=O)NCC1OCCCN1S(=O)(=O)c1ccc(F)cc1 (stereo unspecified)	-1	3	-2	3	13	0	1.9	-31	-4
22	COc1ccc(NS(=O)(=O)c2cccc(C(=O)N3CCCCCC3)c2)cc1	-12	3	7	5	-10	3	-0.5	6	3
23	O=S(=O)(Nc1ccc2c(c1)nc1n2CCOC1)c1ccccc1	8	2	5	-6	-13	1	1.3	1	8
24	S=C(Nc1ccccc1)N1CCN(C/C=C/c2ccccc2)CC1	-2	3	-2	2	-21	-8	-2.4	-10	2

Arranged by heavy-atom count (rising): 6 of the compounds above.
cpd	Structure	IDE cell inh	M4 ag	M5 PAM	CHRM5 antagonist	M4 antag	CHRM5 agonist	CRFBP-R2 agonist	CRFR2-BP antag	M4 PAM
19	CN(C)CCCNC(=O)Cc1ccc(Br)cc1	-1	1	1	5	9	-4	-4.7	1	-5
17	CCOc1ccc(NC(=O)CCN2CCN(C)CC2)cc1	-3	0	10	8	-7	4	2.9	-6	6
20	CCC(=O)c1cn(CC(=O)NCc2ccco2)c2ccccc12	5	1	0	-2	15	3	-4.5	27	0
24	S=C(Nc1ccccc1)N1CCN(C/C=C/c2ccccc2)CC1	-2	3	-2	2	-21	-8	-2.4	-10	2
15	CCN(CC)S(=O)(=O)c1ccc(OC)c(NC(=O)CSc2ccccc2)c1	7	3	-4	2	-2	-1	-0.8	10	-3
21	O=C(NCCC1=CCCCC1)C(=O)NCC1OCCCN1S(=O)(=O)c1ccc(F)cc1 (stereo unspecified)	-1	3	-2	3	13	0	1.9	-31	-4

New compounds follow:
cpd	Structure	IDE cell inh	M4 ag	M5 PAM	CHRM5 antagonist	M4 antag	CHRM5 agonist	CRFBP-R2 agonist	CRFR2-BP antag	M4 PAM
25	CC(=O)Oc1ccc2cc(-c3ccccc3)c(=O)oc2c1	-5	12	-7	6	-1	0	-0.1	4	-6
26	CCc1ccc(C(=O)COC(=O)C(CCSC)NC(=O)c2ccccc2)cc1 (stereo unspecified)	6	7	-6	6	10	1	-0.5	-4	-8
27	Cc1ccc(C)c(NC(=O)c2sc(Cl)nc2C)c1	6	0	5	-1	1	0	-3.0	0	4
28	CC(NC(=O)CN1C(=O)NC(C)(c2cccc3ccccc23)C1=O)c1ccccc1 (stereo unspecified)	-6	7	2	8	3	-1	-1.4	-11	-1
29	C[C@H](NC(=O)c1ccco1)C(=O)NNC(=O)c1ccc(F)cc1	0	0	5	-1	-7	0	-0.6	-6	-2
30	Cc1[nH]c2ccccc2c1/C=C(\C#N)C(=O)NC(C)c1ccccc1 (stereo unspecified)	1	5	-8	4	6	3	3.6	-57	-6
31	CC(C)CC1(C(=O)NCCN2CCOCC2)C=CCN1C(=O)c1ccccc1 (stereo unspecified)	-2	0	1	3	7	-2	-0.7	-2	9
32	COc1ccc(C(=O)Nc2ccccc2C(=O)Nc2ccc(C(=O)O)cc2)cc1	9	0	8	-7	6	6	0.1	2	-2
33	CCOC(=O)c1[nH]c2ccccc2c1NC(=O)CN(C)C	-1	1	3	2	-8	-4	1.3	-20	15
34	CCOC(=O)CN(C(=O)CSc1nnc(CNc2ccc(F)cc2)n1C)c1ccccc1	4	1	11	-8	-1	-5	1.8	-18	18*
35	NC(=O)c1ccccc1NC(=O)C1CCCO1 (stereo unspecified)	6	1	2	0	-21	3	0.2	3	5
36	COc1ccc(-n2c(CNC(=O)COc3ccc(Cl)cc3Cl)n[nH]c2=S)cc1	4	2	0	-1	-13	-1	0.3	12	8

Three compounds from above, showing only CHRM5 antagonist, M4 PAM and IDE cell inh.
No.	SMILES	CHRM5 antagonist	M4 PAM	IDE cell inh
9	O=C(c1ccccc1)N1CCN(c2cc(-c3ccccc3)nc3cc(-c4cccc(Cl)c4)nn23)CC1	1	-1	x
10	CCOC(=O)C1CCN(Cc2ccc(OC)c(C)c2OC)CC1	12	9	-1
11	CC(C)c1nnc(NC(=O)CS(=O)(=O)Cc2ccccc2)s1	2	8	-4

Additional entries:
cpd	Structure	IDE cell inh	M4 ag	M5 PAM	CHRM5 antagonist	M4 antag	CHRM5 agonist	CRFBP-R2 agonist	CRFR2-BP antag	M4 PAM
37	CCOc1cc(C2C(C(=O)OC)=CN(Cc3ccc(Cl)cc3)C=C2C(=O)OC)ccc1O	1	11	-8	13	11	-3	0.7	14	-12
38	Cc1cccc(-c2noc(CSc3ccccc3)n2)c1	7	-1	1	5	8	-3	-3.2	42	-1
39	CCCc1nnc(SCC(=O)N(CC)CC)n1CC1CCCO1 (stereo unspecified)	3	0	0	9	1	0	-0.5	-1	-4
40	CCOC(=O)Cn1cnc2scc(-c3ccc(C)c(C)c3)c2c1=O	2	10	-11	11	-4	-3	-1.1	4	-9
41	O=C(Nc1ccc(N2CCOCC2)cc1N1CCOCC1)c1ccc(F)cc1	-4	1	4	0	6	3	-1.6	-21	-1
42	COc1cc(O)c(C(CCN2CCOCC2)c2ccc(N(C)C)cc2)c(OC)c1 (stereo unspecified)	2	1	2	-10	-13	-1	-0.3	-15	7
43	CCCCn1c(N)c(N(CCOC)C(=O)C2CCCN(C(=O)c3ccc(Cl)cc3)C2)c(=O)[nH]c1=O (stereo unspecified)	2	0	4	7	-11	2	2.0	10	6
44	CCOc1cc(N2CCOCC2)c(OCC)cc1NC(=O)COC(=O)COc1cc(C)cc(C)c1	2	1	6	1	-4	3	-0.1	-5	16
45	O=C(N/N=C/c1ccc(OC(F)F)cc1)c1ccc(Br)cc1	9	0	1	2	9	-3	-0.2	0	-3
46	COc1ccc(C2C3=C(CC(C)(C)CC3=O)Nc3n[nH]c(C)c32)cc1 (stereo unspecified)	-1	0	-3	3	16	3	-0.5	7	0
47	COc1ccc(OC)c(-c2nnc3n2N=C(c2ccc(OC(F)F)c(OCC4CC4)c2)CS3)c1	9	1	-40	21	28*	-9	1.7	40	-13
48	Cc1ccc(Cl)c(OCC(O)CN(CCO)CCO)c1 (stereo unspecified)	-1	0	2	-3	-3	-9	0.4	7	1

As entered above.
Under CHRM5 agonist, cpd 48 is listed with -9
Under M4 ag, cpd 44 is listed with 1
Under M4 ag, cpd 38 is listed with -1

Rows were taken by chance. Share with any hit: about 2.9%.
